Tb MetRS inh: Trypanosoma brucei MetRS inhibition. purified T. brucei MetRS, ATP depletion, Kinase-Glo luminescence. inhibition, % at 11.9 µM. hit rate 0.4% among 360,000. AID 624268;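 active means inhibition above a per-plate cutoff of the control wells' mean inhibition plus 3 SD, cut at about 5.5% in these data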;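 further: 0% = DMSO wells median and 100% = median of wells with control inhibitor compound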
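Assay system: T. brucei methionyl-tRNA synthetase, purified | Medium: HEPES buffer with MgCl2, KCl, DTT, spermine, BSA, pyrophosphatase | Compound: 11.9 µM single point | Incubation: 15 min enzyme-compound preincubation, 2 h reaction, 10 min detection, 25 °C | Measured by: Kinase-Glo luciferase luminescence reporting remaining unconsumed ATP | Measure: % inhibition normalized to control-well medians | Replication: Singlicate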
Rpn11 inh: Rpn11 (human) deubiquitinase inhibition; calls only at 20 µM; hit rate 0.59% among 360,000; O00487; human 26S proteasome, Ub4-pepOG fluorescence polarization; 20S core pre-blocked with epoxomicin;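 active means inhibition at 20 µM, scaled to each plate's controls, above about 33%, limit read from the data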
Target sequence (O00487 whole entry, looked up): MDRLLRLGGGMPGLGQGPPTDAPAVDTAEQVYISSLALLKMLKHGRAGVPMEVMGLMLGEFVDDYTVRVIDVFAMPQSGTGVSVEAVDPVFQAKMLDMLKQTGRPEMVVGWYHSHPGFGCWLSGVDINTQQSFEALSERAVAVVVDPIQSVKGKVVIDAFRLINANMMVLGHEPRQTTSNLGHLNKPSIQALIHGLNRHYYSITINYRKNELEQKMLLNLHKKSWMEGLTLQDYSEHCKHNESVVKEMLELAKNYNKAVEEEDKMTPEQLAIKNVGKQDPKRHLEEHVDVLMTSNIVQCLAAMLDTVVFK
STEP inh: blocks human striatal-enriched tyrosine phosphatase. hit rate 0.25% among 360,000. P54829. AID 588621. inhibition, % at 20 µM. recombinant STEP, OMFP fluorogenic substrate, fluorescence;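 active means inhibition at 20 µM, scaled per plate between control wells, above about 37%, limit read from the data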;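 further: 0% = DMSO with enzyme and substrate and 100% = substrate only without enzyme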
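Assay system: isolated STEP enzyme. Buffer or medium: pH 6.0 Bis-Tris with DTT and Tween 20. Also added: fluorogenic phosphatase substrate OMFP at 25 µM final. Dosing: 20 µM, 1% DMSO. Timing: 20 min reaction, room temperature, in the dark. Measured by: fluorescence intensity, excitation 480 nm, emission 540 nm. Evaluation: normalized % inhibition.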
CSN deneddyl inh: inhibitors of human CSN-mediated cullin deneddylation; Purified CSN, SCF-Nedd8-OG deneddylation, fluorescence polarization; inhibition, % at 12.5 µM; hit rate 0.38% among 360,000;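 active means pattern-corrected inhibition above about 35%, with an unprinted fluorescence ratio check between 0.5 and 1.5, limit read from the data, passing the limit was not always enough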;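 further: 0% = enzyme with substrate and 100% = substrate without enzyme; some results filed as inactive read as strong as hits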
Target sequence (Q92905 whole entry, looked up, one chain of several): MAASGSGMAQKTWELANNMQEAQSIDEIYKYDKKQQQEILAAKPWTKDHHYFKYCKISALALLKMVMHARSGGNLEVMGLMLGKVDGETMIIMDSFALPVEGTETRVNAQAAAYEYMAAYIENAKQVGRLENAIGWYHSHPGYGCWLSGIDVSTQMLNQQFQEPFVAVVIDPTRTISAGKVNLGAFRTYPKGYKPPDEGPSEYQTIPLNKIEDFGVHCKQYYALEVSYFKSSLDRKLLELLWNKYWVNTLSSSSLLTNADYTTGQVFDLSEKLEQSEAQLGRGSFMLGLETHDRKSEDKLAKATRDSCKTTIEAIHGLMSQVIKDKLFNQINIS
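Assay system: purified human Csn5 enzyme expressed in HEK293T cells; Input: 0.24 nM Csn5 enzyme, final concentration; Reagent: 10 nM SCFSkp2-Nedd8OG; Compound dosing: 12.5 µM single point; Times: reaction 90 min, room temperature; Technique: fluorescence polarization readout.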
DNMT1 block: blocks human DNA methyltransferase DNMT1; P26358; DNMT1 molecular beacon, Hinp1I cleavage, fluorescence; inhibition (reported as % activation of signal), % at 10 µM; hit rate 0.83% among 360,000; in the data active means inhibition above about 50%
NadD block: inhibitors of Staphylococcus aureus NadD | purified NadD enzyme, colorimetric absorbance read-out | inhibition, % at 20 µM | AID 602399 | hit rate 0.78% among 360,000; in the data active means inhibition above about 26%; further: some compounds past the cut are filed as inactive
SUMO1-SIM PPI: alters human SUMO1 binding to SIM partners; SUMO1 binding to a labelled peptide, TR-FRET, 1 h; inhibition, % at 20 µM; hit rate 0.33% among 360,000; in the data active means inhibition above about 37%
Target sequence (P63165 whole entry, looked up): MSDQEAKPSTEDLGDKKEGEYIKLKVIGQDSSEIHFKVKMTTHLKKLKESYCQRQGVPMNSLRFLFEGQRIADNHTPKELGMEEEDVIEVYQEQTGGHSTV
MsrA inh: bovine MsrA inhibition; purified bovine MsrA, absorbance read-out; AID 651718; hit rate 0.75% among 360,000; inhibition, % at 15.5 µM; in the data active means inhibition above about 4.5%;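 further: 0% = vehicle wells with enzyme and 100% = reference inhibitor wells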
Scp-1 inhibitor: Scp-1 (human) phosphatase inhibition | AID 493091 | Q9GZU7 | Recombinant Scp1, phosphopeptide, malachite green phosphate absorbance | inhibition, % at 20 µM | hit rate 0.88% among 340,000;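 active means inhibition above about 50% at 20 µM, limit read from the data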;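 further: plate controls were DMSO wells with enzyme for no effect and wells lacking enzyme for full effect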
Target sequence (Q9GZU7 76-261 limits assumed): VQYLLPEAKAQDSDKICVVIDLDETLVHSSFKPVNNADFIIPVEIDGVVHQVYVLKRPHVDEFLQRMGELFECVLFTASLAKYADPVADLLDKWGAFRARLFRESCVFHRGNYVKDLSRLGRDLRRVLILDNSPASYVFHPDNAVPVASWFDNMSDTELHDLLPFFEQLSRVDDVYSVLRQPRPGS
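Material – SCP-1 phosphatase catalytic domain, residues 76-261 · Buffer or medium – Acidic Tris acetate buffer with magnesium and detergent · Also added – Phospho 17-mer peptide substrate · Compound – single 20 µM dose, 1% DMSO · Times – 45 min room-temperature reaction, 5 min colour, 30 min stabiliser · Technique – Phosphate-binding colour reagent, absorbance read at 630 nm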
LMPTP inh: LMPTP (human) inhibition; recombinant LMPTP-A, OMFP fluorogenic substrate, fluorescence intensity; hit rate 0.22% among 360,000; P24666; inhibition, % at 20 µM; AID 651560;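 active means compounds that cut the enzyme signal by at least half of the control window in the single-dose screen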;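 further: plate controls were DMSO wells with enzyme plus substrate for no effect and substrate without enzyme for full effect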
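Buffer or medium: Bis-Tris pH 6.0, DTT, detergent; Assay system: LMPTP-A enzyme; Quantity: 0.625 nM enzyme; Detection: endpoint fluorescence intensity; Times: 50 min dark incubation at room temperature; Controls: substrate-only low control, DMSO enzyme-plus-substrate high control; Doses: single 20 µM dose; Read-out: percent inhibition versus substrate-only and uninhibited controls; Reagent: 400 µM OMFP.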
* = called active by the depositor; i = inactive; x = not tested or not shown.

item	Compound	Tb MetRS inh	Rpn11 inh	STEP inh	CSN deneddyl inh	DNMT1 block	NadD block	SUMO1-SIM PPI	MsrA inh	Scp-1 inhibitor	LMPTP inh
1	CC(C)NC(=O)COc1coc(CN2CCN(Cc3ccccc3)CC2)cc1=O	-0.1	i	-1	3	1	5	4	-0.8	-3	-1.9
2	Cc1ccccc1CCNC(=O)C1CCC(=O)N(C2CCCCCC2)C1 (centres undefined)	-0.2	i	0	5	0	-2	-2	0.2	-7	0.0
3	COc1ccc(CNC(=S)Nc2ccc(S(N)(=O)=O)cc2)cc1	-0.1	i	2	8	-7	2	-4	-0.2	2	0.1
4	CCC(=O)Nc1ccc(Cl)c(NC(=O)C(C)C)c1	-0.3	i	1	3	4	4	-3	0.9	-5	-2.1
5	CCCc1nnc(SCC(=O)Nc2cc(C)on2)n1CCOC	-0.4	i	-2	2	-1	-2	3	1.6	-3	-3.0
6	CCc1ccc(N2CC(C(=O)Nc3cc(C)on3)CC2=O)cc1 (centres undefined)	-1.9	i	-4	-9	4	-7	2	-0.9	2	-0.6
7	O=C(NN1C(=O)C2C3C=CC([C@@H]2C1=O)C31CC1)c1ccccc1 (some centres undefined)	0.8	i	-2	0	1	2	0	1.2	-23	-1.0
8	CCOC(=O)c1cc(S(=O)(=O)N2CCN(C3CCCCC3)CC2)cn1C	0.5	i	2	2	2	1	1	-0.3	-4	-1.6
9	CSc1ccccc1NC(=O)c1c(Br)cnn1C	-0.4	i	5	6	3	1	0	2.5	-5	-2.6
10	CN(C)C(CNC(=O)c1ccc2nc[nH]c2c1)c1ccccc1 (centres undefined)	0.1	i	2	-5	4	-1	-2	-0.4	-1	0.6
11	COc1cc(NCc2ccccc2)c2ncn(Cc3ccccc3)c2c1	-0.3	i	-1	2	-16	12	-1	0.1	7	2.2
12	O=C(c1ccc2c(=O)n(Cc3ccc(Cl)cc3)c(=S)[nH]c2c1)N1CCOCC1	-0.2	i	-1	-4	3	-6	4	0.8	-12	1.1
13	Cn1cc(CC(=O)Nc2cccc(C#N)c2)c2ccccc21	-0.4	i	46*	-2	-2	-5	1	-1.2	-16	1.2
14	O=C(COC(=O)c1nc(Cl)ccc1Cl)Nc1ccc(Cl)cc1	0.5	i	-2	4	-8	-12	2	-0.8	-10	-0.6
15	Nc1ccc(S(=O)(=O)NN=Cc2ccccc2[N+](=O)[O-])cc1	-0.3	i	-5	2	1	0	-22	0.4	-15	-1.3
16	Cc1cccc(CSc2nc3c(c(-c4cccs4)c2C#N)CN(C)CC3)c1	-0.3	i	2	5	-5	12	-10	-0.1	-10	1.8
17	Cc1nn(-c2ccccc2)c(-c2ccccc2)c1C(=O)O	-0.8	i	-2	-1	0	-1	-3	-1.5	-2	-0.8
18	COc1ccc(CCN2CC(C(=O)NCCc3ccc(C)cc3)CC2=O)cc1OC (centres undefined)	0.0	i	1	2	17	-1	6	-0.7	35	0.6
19	CCCCN(C)C(=O)CS(=O)(=O)Cc1nc(-c2cccc(OC)c2)oc1C	-0.3	i	-3	-2	1	-7	-2	0.6	-4	-1.3
20	Cn1c(=O)c2cc(NC(=S)NC3CCCCC3)ccc2n1C/C=C/c1ccccc1	-0.3	i	2	2	-5	16	4	0.9	x	1.8
21	C[N+]1(C)CCC(=C2c3ccccc3CC(=O)c3sccc32)CC1	0.1	i	5	6	2	7	12	0.5	97*	0.0
22	O=C(COc1ccccc1)NCC1(N2CCCCC2)CCCCC1	-0.4	i	-2	-5	2	0	-6	0.2	-3	-1.6
23	CC1(C)CN(c2ccc(C(=O)c3ccccc3)cc2)C1=O	-0.2	i	3	-5	-2	6	0	0.1	-1	-0.8
24	CCOc1ccc(CN(C)C(=O)c2ccc(S(=O)(=O)N(C)c3ccccc3OC)cc2)cc1	-0.6	i	4	-5	-4	-8	-1	0.5	-8	2.8
25	CN(C(=O)CSc1nc2sc3c(c2c(=O)n1C)CCC3)C1CCS(=O)(=O)C1 (centres undefined)	-0.1	i	2	-4	7	2	-1	2.3	-6	-1.2
26	CC1CCCCN1C(=O)CSCC(=O)Nc1nc(-c2cccs2)cs1 (centres undefined)	0.2	i	6	-1	-2	-6	-6	0.7	-5	-1.0
27	Cc1cc(C)cc(OCC(=O)Nc2nonc2NC(=O)COc2cc(C)cc(C)c2)c1	-0.3	i	2	-2	29	25	5	0.0	-2	-1.1
28	COC(=O)c1ccc(CNCC(=O)Nc2ccc(C(=O)OC)cc2)cc1	-1.5	i	-1	-3	1	-3	-1	-0.8	-4	-0.1
29	O=C(OCc1ccccc1F)c1cc(S(=O)(=O)N2CCCCC2)ccc1N1CCOCC1	-0.4	i	3	-6	-3	-5	0	0.1	x	2.4
30	Cc1ccc(CN(N=Nc2nonc2N)c2nonc2N)c(C)c1	-0.2	i	-1	-6	-7	3	-11	2.7	-8	-0.4
31	O=C(CCN1C(=O)/C(=C/c2ccccc2Cl)SC1=S)NCCc1ccc(O)cc1	-0.5	i	1	0	-5	2	-7	-0.3	-7	0.4
32	O=C(O)CC/C(=C\c1cc2c(cc1Br)OCO2)c1nc2ccccc2s1	0.4	i	4	3	-2	8	-11	1.0	-4	0.8
33	COc1ccc(-c2cn3c(C)c(C(=O)NCc4ccc5c(c4)OCO5)sc3n2)cc1	-0.7	i	1	-2	3	4	4	-0.9	-1	4.3
34	Cc1cc(C(=O)NNC(=S)Nc2ccccc2)nn1C	-0.5	i	0	-12	3	4	0	1.0	1	-1.2
35	O=C(CSCC(=O)OCC(=O)c1ccc(Br)cc1)Nc1cccc2ccccc12	-0.5	i	-2	4	-4	-4	-9	1.1	-20	1.7
36	CC(C)COC(=O)N(C)C[C@H]1OCc2cnnn2CCCC(=O)N([C@@H](C)CO)C[C@H]1C	0.1	i	1	0	3	-4	2	-0.5	x	-2.6
37	S=C(NCc1ccc(Cl)cc1)Nc1ccc(Cl)cc1Cl	0.1	i	-1	-13	5	-6	-3	-0.1	-5	-1.0
38	Cc1ccccc1C1CC(c2ccc(Br)cc2)Nc2nc(N)nn21 (centres undefined)	0.9	i	0	-4	0	11	3	2.1	7	0.8
39	CNC(=S)N/N=C/c1ccc(-c2ccc(Cl)c([N+](=O)[O-])c2)o1	-0.9	i	3	4	-3	4	-9	2.6	-3	3.5
40	CCC(=O)N1CCc2cc(S(=O)(=O)N3CCN(c4ccccc4)CC3)ccc21	-0.9	i	-2	-6	-2	-7	-5	0.3	32	0.9
41	CC1CCCN(Cc2nc3c(c(=O)n(C)c(=O)n3C)n2Cc2c(F)cccc2Cl)C1 (centres undefined)	-0.7	i	-1	-6	-3	-4	8	-0.9	-20	-1.0
42	CC1CCCN(C(=S)Nc2ccc(Nc3ccccc3)cc2)C1 (centres undefined)	-0.4	i	14	-1	-3	14	-3	1.0	11	1.3
43	COc1ccc(OC)c(NC(=S)N2c3ccccc3CC2C)c1 (centres undefined)	-0.7	i	5	6	-12	-4	-3	-1.0	-5	-1.6
44	COc1ccc(C(=O)COc2ccc3c(C)cc(=O)oc3c2)cc1	-0.8	i	-1	5	-2	-10	5	0.9	6	-2.0
45	O=[N+]([O-])c1ccccc1/C=N/n1c(C(F)(F)F)n[nH]c1=S	0.3	i	5	-9	1	-1	-18	-0.6	3	-3.1
46	Cc1noc(C)c1CSCC(=O)Nc1nc(-c2ccc(F)c(F)c2)cs1	-0.5	i	2	1	-6	-9	1	-1.2	1	1.2
47	FC(F)(F)c1cc(-c2ccccn2)nc2cc(-c3ccccc3)nn12	-0.4	i	3	5	11	-3	-23	-0.2	-5	2.0
48	c1ccc(-n2cnc3cc(NCc4ccco4)ccc32)cc1	-0.4	i	-4	1	-5	-12	3	0.0	-8	0.0
49	O=C(Nc1ccc(-c2nc3ccccc3[nH]2)cc1)C1CCCN(Cc2ccn[nH]2)C1 (centres undefined)	0.5	i	-1	-2	0	2	2	1.3	x	3.6
50	C=CCn1c(SCC(=O)C(C)(C)C)nnc1-c1ccccn1	-0.6	i	0	4	0	-2	-2	-1.0	-4	-0.9

Fetched one by one from above (2):
item	Compound	Tb MetRS inh	Rpn11 inh	STEP inh	CSN deneddyl inh	DNMT1 block	NadD block	SUMO1-SIM PPI	MsrA inh	Scp-1 inhibitor	LMPTP inh
4	CCC(=O)Nc1ccc(Cl)c(NC(=O)C(C)C)c1	-0.3	i	1	3	4	4	-3	0.9	-5	-2.1
23	CC1(C)CN(c2ccc(C(=O)c3ccccc3)cc2)C1=O	-0.2	i	3	-5	-2	6	0	0.1	-1	-0.8

The listing continues:
item	Compound	Tb MetRS inh	Rpn11 inh	STEP inh	CSN deneddyl inh	DNMT1 block	NadD block	SUMO1-SIM PPI	MsrA inh	Scp-1 inhibitor	LMPTP inh
51	CN(C)C(CNC(C(=O)Nc1ccc(F)cc1)c1ccccc1)c1ccccc1 (centres undefined)	-0.2	i	1	2	-1	-4	2	-0.4	-2	-1.1
52	Cc1cccc(C(=O)N/N=C/c2ccc[nH]2)c1	0.5	i	3	-4	0	-4	-3	4.3	1	-2.1
53	N#Cc1nc(-c2ccccc2F)oc1N1CCN(C(=O)c2ccco2)CC1	-0.2	i	1	3	0	-9	-1	3.1	-8	0.3
54	CCc1nc(SCC(=O)Nc2ccccc2OC)n[nH]1	-0.5	i	1	-4	0	9	2	1.2	-3	-1.9
55	Cc1cccc(-n2ncc3c2CCCC3NC(=O)c2ccncc2)c1C (centres undefined)	-0.5	i	1	2	0	1	-3	-1.9	x	-0.4
56	O=C(CCN1C(=O)C2C3C=CC(C3)C2C1=O)N1CCN(c2ccc([N+](=O)[O-])cc2)CC1 (centres undefined)	-0.2	i	-1	4	0	-19	-21	1.7	-1	1.1
57	CCOC(=O)CSc1nnc(-c2cccs2)n1-c1ccccc1	-0.7	i	4	0	-1	0	-1	-1.2	-5	0.2
58	CCc1ccc(S(=O)(=O)Nc2ccc(C)c(NS(C)(=O)=O)c2)cc1	0.6	i	-1	-3	3	-2	2	-0.2	-8	-1.3
59	CN(C(=O)c1ccccc1)C1(C)CCS(=O)(=O)C1 (centres undefined)	-1.4	i	3	-3	2	1	-2	-0.5	-2	-2.5
